Compound activity (PubChem)
TNAP act hi DEA – increases human TNAP activity under high phosphate acceptor concentration; AID 1136; 200,000 tested, under 10 active; activation factor at 20 µM; purified TNAP, CDP-star luminescence, 1 M DEA, 30 min; hits give high values; 0 = EDTA background, 1 = DMSO-only activity; P05186;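 active = activation factor at least 2 at 20 µM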
Target sequence (P05186 whole entry, looked up): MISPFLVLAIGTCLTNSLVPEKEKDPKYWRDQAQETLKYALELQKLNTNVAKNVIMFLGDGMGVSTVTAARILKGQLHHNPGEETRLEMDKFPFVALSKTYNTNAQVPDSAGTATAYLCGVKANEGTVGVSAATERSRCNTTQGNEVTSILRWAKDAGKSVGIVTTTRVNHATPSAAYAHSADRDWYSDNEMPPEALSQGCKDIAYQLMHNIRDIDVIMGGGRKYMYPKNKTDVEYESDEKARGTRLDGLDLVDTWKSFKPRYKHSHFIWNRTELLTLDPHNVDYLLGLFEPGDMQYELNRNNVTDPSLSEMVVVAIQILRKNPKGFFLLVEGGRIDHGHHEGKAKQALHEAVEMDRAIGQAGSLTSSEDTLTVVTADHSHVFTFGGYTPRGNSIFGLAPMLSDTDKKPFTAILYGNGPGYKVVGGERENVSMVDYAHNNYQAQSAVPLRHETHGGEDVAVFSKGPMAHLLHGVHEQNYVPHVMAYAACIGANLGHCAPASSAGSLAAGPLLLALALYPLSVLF
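Test system – human TNAP · Doses – 20 µM single point · Incubation – 30 min, room temperature · Signal – luminescent substrate turnover signal · Read-out basis – activation factor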
PMI act hi M6P – PMI (human) activation, high substrate; P34949; coupled PMI enzyme assay, resazurin fluorescence, 20 min; hits give high values; 1 = untreated enzyme, 0 = substrate-free blank; activation factor at 20 µM; 190,000 tested, 0.34% active;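 active = activation factor of 2 or more at 20 µM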
Target sequence (P34949 whole entry, looked up): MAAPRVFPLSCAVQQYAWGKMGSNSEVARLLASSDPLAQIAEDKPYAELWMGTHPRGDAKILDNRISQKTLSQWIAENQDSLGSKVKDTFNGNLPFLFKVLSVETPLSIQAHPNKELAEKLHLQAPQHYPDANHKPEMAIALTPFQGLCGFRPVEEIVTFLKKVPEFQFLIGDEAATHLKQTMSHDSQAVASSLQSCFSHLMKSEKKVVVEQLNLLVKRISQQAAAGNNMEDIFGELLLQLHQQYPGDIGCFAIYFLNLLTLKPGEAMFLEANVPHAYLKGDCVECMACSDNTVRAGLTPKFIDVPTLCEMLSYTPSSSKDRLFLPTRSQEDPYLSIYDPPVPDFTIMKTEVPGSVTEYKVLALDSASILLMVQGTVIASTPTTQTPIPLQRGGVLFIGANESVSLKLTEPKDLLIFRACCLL
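Material: human phosphomannose isomerase with PGI, G6PDH, diaphorase coupling enzymes / Reagent: Man-6-P substrate 1.0 mM / Dosing: single compound dose of 20 µM, 1% DMSO final / Incubation: enzyme reaction with compound 20 min at room temperature / Signal: resorufin fluorescence (Ex 544/Em 590 nm) from resazurin via diaphorase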
FLuc stim CS – firefly luciferase counter-screen for stimulation assays. ATPlite luciferase biochemical, luminescence, 10 min; 0 = ATP-free wells, 1 = DMSO control. P08659. AID 1027. activation factor at 10 µM. 200,000 tested, under 10 active;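 active = luciferase activation factor, scaled between plate controls, of at least 2 with compound at 10 µM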
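test system = cell-free luciferase reagent | medium = PBS as buffer for the ATP substrate | dosing = test compounds dosed from 2 mM stocks in 100% DMSO | incubation = 10 min at ambient temperature | detection = luminescence measurement of luciferase light output | benchmarks = low control with PBS replacing ATP, high control enzyme plus ATP without compound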
bIAP activator – increases bovine intestinal alkaline phosphatase activity | purified bovine IAP, CDP-star luminescence, 30 min; hits give high values; fold of DMSO-control signal, blank-subtracted | activation factor at 20 µM | 200,000 tested, 0.17% active | AID 1016;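 active = activation factor of 2 or more at 20 µM, a signal rise over negative controls twice the positive control's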
TNAP inh hiacc – TNAP (human) inhibition, high acceptor | P05186 | purified TNAP, CDP-star luminescence, 1 M DEA | inhibition, % at 20 µM | 200,000 tested, 0.03% active | AID 1135;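 active = over 50% inhibition of tissue-nonspecific alkaline phosphatase at 20 µM in the single-dose screen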;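 also: plate controls were DMSO wells for no effect and EDTA-quenched wells as full inhibition for full effect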
TNAP inh noacc – TNAP (human) inhibition, acceptor-free conditions. P05186. 200,000 tested, 0.26% active. AID 1012. inhibition, % at 20 µM. purified TNAP, CDP-star luminescence, 30 min;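 active = tissue-nonspecific alkaline phosphatase inhibition above about 50% at 20 µM in the single-dose screen, limit read from the data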;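 also: 0% = DMSO negative control and 100% = EDTA positive control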
FLuc inhib CS – Photinus pyralis luciferase inhibition counter-screen. ATPLite firefly luciferase biochemical luminescence, 10 min. inhibition, % at 10 µM. 200,000 tested, 1.5% active. AID 1006;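 active = inhibition above about 50% when tested at 10 µM, limit read from the data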
NF-kB neuron act – NF-kB expression increase, human neuronal cells. NF-kB reporter expression; hits give high values. fold change at 12.5 µM. 190,000 tested, 1.6% active. AID 1239; in the data active = fold change above about 3.3
PMI act – increases human mannose-6-phosphate isomerase activity. P34949. purified human PMI, coupled resazurin fluorescence, 20 min; hits give high values; 1 = vehicle control, 0 substrate-free wells. activation factor at 20 µM. 190,000 tested, 0.005% active. AID 1214;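 active = activation factor of 2 or more at 20 µM, relative to plate controls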
APP 5'UTR act – activates APP 5'UTR luciferase reporter; SH-SY5Y APP 5'UTR luciferase reporter, luminescence; zero percent = DMSO vehicle wells; activation, % at 2 µM; 190,000 tested, 1% active; AID 1276;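 active = activation above a set limit, based on mean plus 3 SD of controls, cut at about 140% in these data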; also: values of inactives mirror those of a sister screen read the other way
* marks the source's active call; other numbers are inactive results; . = not tested or not shown.

structure	TNAP act hi DEA	PMI act hi M6P	FLuc stim CS	bIAP activator	TNAP inh hiacc	TNAP inh noacc	FLuc inhib CS	NF-kB neuron act	PMI act	APP 5'UTR act
NNC(=O)COc1ccc(C(F)(F)F)cc1	1	1.1	1.1	1	-2	-7	-10	1.2	1	-18
O=C(Nc1ccc(Br)cn1)c1ccc([N+](=O)[O-])o1	1.1	0.9	1	1	-5	-17	3	4.4*	1	-28
CCCC(=O)Nc1ccc(C)c(O)c1	1.1	1	1	1	-5	-16	-4	1.8	1	14
O=C(CCc1nnc(CCCCc2ccccc2)o1)NCCN1CCOC1=O	1	1	1	1.1	0	-6	-4	1.1	1	-15
Clc1ccc2nc(N3CCCCC3)sc2c1	1	1	0.7	0.9	3	-3	26	4.9*	1	173*
CCCc1ccc(OCCNC(=O)C2CCCCC2)cc1	1	1.1	1	1.1	-5	-14	-5	0.76	1	14
COC(=O)c1[nH]c2ccc(F)cc2c1NS(=O)(=O)c1ccc(F)c(C)c1	1	1.1	1	0.8	-3	0	2	0.94	1.2	-3
Cn1c(=O)oc2cc(S(=O)(=O)N3CCC(C(=O)N4CC=C(c5ccccc5)CC4)CC3)ccc21	1	0.9	1	1.2	-3	14	-3	0.87	1	-11
CN(C)CCNC(=O)C(=O)c1c(-c2ccccc2)cc2ccccn12	1	1.1	1	1	-1	-10	-3	1.1	1.1	12
CCOC(=O)c1sc(Nc2nc3cc4c(cc3s2)OCO4)cc1C	1	1.2	1	1	4	-5	-3	1.7	1.2	57
Cc1cccc(CN2CCN(CC(=O)O)C2=O)c1	1	1.1	1	0.8	0	-1	-4	1	1.1	9
O=C(O)C1=C(C(=O)N2CCN(C(=O)c3ccco3)CC2)CCCC1	1	0.8	1	1	-4	-6	-2	1.4	0.9	2
COc1ccc(C(=O)c2cc([N+](=O)[O-])ccc2N2CCCC2)cc1	0.9	0.9	1.1	0.9	8	5	-7	1.1	0.9	-61
CCCCNC(=O)C(C#N)c1nc2ccccc2nc1N1CCN(c2ccccc2F)CC1 (stereo not given)	0.9	1	1	0.9	7	2	-2	1.4	1	23
Cc1cc(C)cc(NC(=O)Cn2c(=O)oc3cc(S(=O)(=O)N4CCC(C)CC4)ccc32)c1	1	1	1	0.8	-2	-14	-5	0.99	1	4
COc1c[nH]n(C2CCCCC2)c(=O)c1=O	1	0.9	1	0.9	-4	-4	-4	1.2	1	-9
O=C(OCC(=O)N1CCN(c2ccccc2)CC1)c1ccc[n+]([O-])c1	1	1.2	1	1.2	-2	0	-1	0.81	1.2	-1
CC1=C(C(=O)Nc2ccccc2)C(c2ccncc2)C(C#N)=C(SCC(=O)NC(C)C)N1 (stereo not given)	1	1.6	1	1	-3	-12	4	1.1	1.3	-16
O=C(NN=C1CCCCCC1)c1c[nH]c2ccccc12	1	1.1	0.6	1.1	0	-1	37	1.2	1.1	22
Cn1cc(CN(CCO)Cc2cccs2)c(-c2ccccc2F)n1	1.1	1	1.1	1.2	-6	-8	-6	1.2	0.9	-7
O=C(c1cc2n(n1)C(C(F)(F)F)CC(c1ccc(Cl)cc1)N2)N1CCCC1 (stereo not given)	1	0.9	1	1	1	-4	2	0.94	0.9	9
Cc1cc(C)c(S(=O)(=O)c2ccccc2)c(OC(=O)c2c(F)cccc2Cl)n1	1	0.9	1	1	1	-5	0	1.4	0.8	-11
CCCN1CN(Cc2ccccc2)CC2=C1CC(C)(C)CC2=O	1	1.4	1	1.2	-1	-10	4	1.1	1.3	-15
Cc1nn(CCCC(=O)NCc2ccc(Cl)cc2)c(C)c1[N+](=O)[O-]	1	0.9	1.1	0.9	0	-8	-5	1.1	0.9	22
COc1cccc(-c2csc(N3CCN(C(=S)Nc4cccc(Cl)c4)CC3)n2)c1	1	0.8	1	0.9	-4	-9	-4	1.1	0.9	1
O=C1CCCC/C1=C/NCc1ccccc1	1.1	1	1.1	0.9	-7	-15	-9	1.1	1.1	-13
CSc1ccc(CNCCN2CCOCC2)cc1	1	1.1	1	1.1	-4	0	-5	.	1.1	2
COCCNC(=O)C(=O)NNS(=O)(=O)c1ccc2ccccc2c1	1.1	1	1.1	1.2	-9	-17	-10	1.4	0.9	-9
O=C(NC(=S)Nc1ccc2c(c1)OCCO2)c1ccccc1	1	0.9	0.3	1	-2	1	68*	4.7*	0.8	179*
O=C(Oc1ccnc2cc(Cl)ccc12)N1CCCCCC1	1	0.9	1	1	-4	-11	-4	1.1	0.9	10
CCN(CC)c1ccc(NC(=O)c2nc3nc(C)cc(C(F)F)n3n2)cc1	1	0.9	1	1	-1	-8	0	0.95	0.9	-4
Cc1ccc(S(=O)(=O)N2CCCN(S(=O)(=O)c3ccc4c(c3)OCCO4)CC2)cc1	1	1	1	0.9	-2	-6	-3	1	1	7
C#CCOCCOCCOCCNc1nc(N2CCOCC2)nc(N2CCN(C(=O)[C@H]([C@@H](C)CC)n3cc([C@@H](N)CO)nn3)CC2)n1	1.1	1.1	1	1.1	-7	-12	-3	1.2	1.2	3
CCCC(C)C(=O)Nc1ccc(NC(C)=O)cc1 (stereo not given)	1	1	1.1	1.1	-1	10	-6	1.3	0.9	0
CCC(c1nnnn1Cc1ccco1)N1CCC(C(N)=O)CC1 (stereo not given)	1	0.9	1	0.9	-3	-12	-2	1.1	1	5
NC(=O)Cn1c2[n+](c3ccccc31)CC(O)CS2 (stereo not given)	1	1.1	1	1	-2	-18	-4	1.1	1.1	2
CCOc1ccc(C(=O)NCCCN(CC)CC)cc1	1	1	1.1	1	-3	-9	-5	1.1	0.9	25
O=C(Nc1ccnc(-c2cccnc2)n1)c1ccc(F)cc1	1	1	1.1	0.8	-1	-4	-7	0.98	0.9	-4
Cc1ccc(SCCNC(=O)c2ccc(C)c(S(=O)(=O)Nc3cccc(C)c3)c2)cc1	1	0.8	1.1	0.9	-2	-3	-8	0.7	0.8	-7
O=C(Nc1ccc(S(=O)(=O)NCc2cccnc2)cc1)c1ccco1	1.1	1	1	1	-6	-15	-3	0.99	1	-9
CC(C)(C#N)NC(=O)c1ccco1	1	0.9	1	0.9	-1	-6	-5	1.2	0.9	6
CCCCCC[n+]1c(-c2ccc(Cl)cc2Cl)csc1Nc1ccccc1	1	1.1	1	0.9	0	3	-3	1.2	1	14
CN=Cc1sc2ccccc2c1O	1	1	1	0.9	4	14	3	1.1	1	31
CCOC(=O)C1CN(S(C)(=O)=O)c2cc(CC(=O)OC)ccc2O1 (stereo not given)	0.9	1.1	0.9	1.1	7	8	8	1.1	1.1	-3
O=c1c(Cl)c(N2CCOCC2)cnn1-c1nc2ccccc2[nH]1	1.1	1.1	0.3	1	-6	-29	71*	1.3	1.1	104
Cc1cc(NC(=O)CSCc2ccccc2C)no1	1	1.1	1.1	1.2	-2	-2	-7	1.2	1.1	15
Cc1nc2ccccc2c(=O)n1NC(=O)/C=C/c1ccccc1	1	1.1	1.1	0.9	-2	-4	-8	1.1	1	-24
O=C(O)c1ccccc1CSC1=NCCS1	1	1	1.1	1.2	4	17	-8	1.1	1	-15
CCOc1ccccc1NC(=O)C(=O)N/N=C/c1cc(Br)ccc1O	0.9	1.1	1	1.2	8	-64	-4	0.75	1.1	-59
Cc1cc(S(=O)(=O)Nc2ccc3c(c2)COC3=O)ccc1F	1	0.9	1	1	-2	-10	0	1.1	1	-7
Cc1ccccc1N/C(SCc1cccc(Br)c1)=C(/C#N)C(N)=O	1	1	1	1	-1	-9	-3	0.86	0.8	1
COc1cc(C(=O)NC2(C(F)(F)F)NC(=O)N(CCCc3ccccc3)C2=O)cc(OC)c1OC (stereo not given)	1	0.9	1.1	0.9	-2	-16	-6	0.95	0.8	15
CCc1cc(C(=O)NNC(=S)Nc2ccccc2C)cs1	1.1	1.1	0.5	1	-6	-168	50	4.3*	1.1	120
CCOC(=O)C1(CCCc2ccccc2)CCN(C(=O)c2cnc(C)cn2)CC1	1.1	1	1.1	1.2	-11	-6	-6	1.1	1	10
COc1cc(C2C=C(C34CC5CC(CC(C5)C3)C4)NC(=S)N2)cc(OC)c1OC (stereo not given)	1	1	1	0.9	0	3	-2	0.93	1	5
O=C(NCc1nc(-c2ccccc2)no1)c1ccc2c(c1)OCO2	1	0.9	1	0.9	0	-7	-5	1.1	0.9	-4
COc1ccc(/C=C/C(=O)OCC(=O)Nc2ccc(Cl)c(S(=O)(=O)N(C)C)c2)cc1OC	1	0.9	1	1.1	-1	6	5	0.92	0.9	8
O=C1CC(N2CCN(c3nc4ccccc4s3)CC2)C(=O)N1Cc1cccs1 (stereo not given)	1.1	1	1	0.9	-9	-1	-5	0.84	0.8	7
COc1ccc(C(=O)Nc2cc3c(oc2=O)CCCC3=O)cc1	1	1	1	1.2	-1	-13	4	1.2	1.2	10
CCOc1ccc(-c2nnn(CC(=O)Nc3cccc(OC)c3)n2)cc1OCC	1.1	0.8	0.9	0.9	-6	-17	12	0.98	0.9	-2

Going on with the list.
structure	TNAP act hi DEA	PMI act hi M6P	FLuc stim CS	bIAP activator	TNAP inh hiacc	TNAP inh noacc	FLuc inhib CS	NF-kB neuron act	PMI act	APP 5'UTR act
O=C(C[n+]1cccc2ccccc21)c1ccc([N+](=O)[O-])cc1	1	1	1	1.2	4	5	-3	1.4	1.2	-7
COc1cc(C)ccc1OCCOCCOc1ccc([N+](=O)[O-])cc1	1	0.9	1	1	1	-5	-2	1.4	0.9	10
COc1ccccc1N1CCN(S(=O)(=O)c2cccc(F)c2)CC1	1	0.9	1	0.9	2	-3	-1	0.92	0.9	12
O=C(COC(=O)c1cc(=O)[nH]c2ccccc12)c1ccccc1	1.1	1	0.7	1.2	-5	-6	33	1.4	1	3
CC(Sc1ccccn1)C(=O)Nc1ccc(S(N)(=O)=O)cc1 (stereo not given)	1	0.9	1	1.1	0	-2	1	1.1	0.9	.
O=C(CSc1nc(-c2ccco2)cc(C(F)(F)F)n1)Nc1cccnc1	1.1	1	1.1	1	-9	-17	-9	1.1	0.9	12
OCC(Cc1ccccc1)NCc1ccccc1C(F)(F)F (stereo not given)	1	1.1	1.1	1	-4	-8	-7	1.3	1.1	15

One compound at a time, from the list above.
O=C(C[n+]1cccc2ccccc21)c1ccc([N+](=O)[O-])cc1 across the screens: TNAP act hi DEA = 1; PMI act hi M6P = 1; FLuc stim CS = 1; bIAP activator = 1.2; TNAP inh hiacc = 4; TNAP inh noacc = 5; FLuc inhib CS = -3; NF-kB neuron act = 1.4; PMI act = 1.2; APP 5'UTR act = -7
CC(Sc1ccccn1)C(=O)Nc1ccc(S(N)(=O)=O)cc1 (stereo not given) across the screens: TNAP act hi DEA = 1; PMI act hi M6P = 0.9; FLuc stim CS = 1; bIAP activator = 1.1; TNAP inh hiacc = 0; TNAP inh noacc = -2; FLuc inhib CS = 1; NF-kB neuron act = 1.1; PMI act = 0.9; APP 5'UTR act = .
